Screens deposited in PubChem by NCI.
All columns: NCI-60 one-dose screen, growth in % after 48 h at 10 µM unless noted; 100 = growth as untreated, 0 = no growth, -100 = all killed.
HOP-62: HOP-62 NSCLC. AID 1794735. 80,000 tested, 3.9% active
HOP-92: HOP-92 NSCLC cells | 71,000 tested, 6.3% active | AID 1794738
SK-MEL-2: SK-MEL-2 melanoma; 77,000 tested, 4.7% active
EKVX: EKVX NSCLC. 71,000 tested, 3% active
SK-MEL-5: SK-MEL-5 melanoma; 80,000 tested, 6.4% active
M14: M14 melanoma; 80,000 tested, 6.2% active
SK-MEL-28: SK-MEL-28 melanoma | AID 1794761 | 81,000 tested, 4.1% active
A549/ATCC: A549/ATCC NSCLC; 81,000 tested, 3.7% active
An asterisk follows results filed as active; / = not tested or not shown; & = joins results of further samples; ! = not confirmed by another sample. Rule for the calls: active = growth percent below 10; inactive = the rest.

SMILES	HOP-62	HOP-92	SK-MEL-2	EKVX	SK-MEL-5	M14	SK-MEL-28	A549/ATCC
O=C(NNc1ccccc1)c1ncc[nH]1	73	95	78	60	85	37	41	64
CC(=O)C(=Cc1ccc(F)cc1)C(C)=O	99	96	107	87	100	94	102	81
COc1ccc(NC(=O)c2ccccc2-c2ccccc2)c(C(N)=O)c1	45	57	26	/	30	18	60	46
Oc1cccc2oc(=S)[nH]c12	104	102	109	111	105	111	104	107
O=C(CSc1nccc(Nc2ccc(N3CCOCC3)cc2)n1)c1ccc(F)cc1	31	74	90	77	63	93	81	96
Oc1c(Br)ccc2c(O)c(Br)ccc12	106	119	117	102	94	96	112	91
Nc1cc2c(cc1Cl)-c1ccccc1/C2=N\O	116	/	120	73	109	100	116	91
COCCCN1CCN(c2ccccc2OC)CC1	/	99	112	110	103	99	99	98
COc1ccc(C(=O)NC(c2ccc(Cl)cc2Cl)c2cc(Cl)c3cccnc3c2O)cc1 (stereo unspecified)	95	120	77	/	102	91	107	102
Cc1ccc(/C=C(\C#N)C(=O)c2ccccc2)cc1	102	78	/	/	101	101	103	97
CCOC(=O)c1ccc(Nc2ncnc3c2c(C)nn3C)cc1	99	103	104	94	99	111	102	97
N#Cc1c2c(nc3n[nH]c(N)c13)CCCC2	100	79	109	58	118	104	122	108
COc1ccc(OC)c(/C=C/c2ccc([N+](=O)[O-])cc2)c1	100	85	110	/	92	108	102	103
CC(Cc1ccccc1)[N+](C)(C)C (stereo unspecified)	104	73	109	102	101	97	102	97
Cc1ccc(S(=O)(=O)N(Cl)Cl)cc1	113	90	101	/	100	107	108	90

Two entries from above, field by field:
> Oc1c(Br)ccc2c(O)c(Br)ccc12
  HOP-62: 106
  HOP-92: 119
  SK-MEL-2: 117
  EKVX: 102
  SK-MEL-5: 94
  M14: 96
  SK-MEL-28: 112
  A549/ATCC: 91

> Nc1cc2c(cc1Cl)-c1ccccc1/C2=N\O
  HOP-62: 116
  HOP-92: /
  SK-MEL-2: 120
  EKVX: 73
  SK-MEL-5: 109
  M14: 100
  SK-MEL-28: 116
  A549/ATCC: 91

Some of these compounds in order of formula weight, largest number first:
SMILES	HOP-62	HOP-92	SK-MEL-2	EKVX	SK-MEL-5	M14	SK-MEL-28	A549/ATCC
COc1ccc(NC(=O)c2ccccc2-c2ccccc2)c(C(N)=O)c1	45	57	26	/	30	18	60	46
Nc1cc2c(cc1Cl)-c1ccccc1/C2=N\O	116	/	120	73	109	100	116	91
N#Cc1c2c(nc3n[nH]c(N)c13)CCCC2	100	79	109	58	118	104	122	108
CC(=O)C(=Cc1ccc(F)cc1)C(C)=O	99	96	107	87	100	94	102	81
O=C(NNc1ccccc1)c1ncc[nH]1	73	95	78	60	85	37	41	64
Oc1cccc2oc(=S)[nH]c12	104	102	109	111	105	111	104	107

Additional structures
SMILES	HOP-62	HOP-92	SK-MEL-2	EKVX	SK-MEL-5	M14	SK-MEL-28	A549/ATCC
COc1ccc(Oc2nc(NC3CCCCCC3)nc(Sc3ccc(OC)cc3)n2)cc1	89	47	93	/	94	97	91	79
COc1cc2oc(-c3cccc(NC(=O)[C@H](Cc4ccccc4)NC(=O)OC(C)(C)C)c3)cc(=O)c2c(OC)c1OC	49	62	21	56	18	52	50	25
CC(=O)c1ccnc2c(O)c(CN3CCOCC3)ccc12	79	98	104	98	85	65	83	83
CCn1cc(C(=O)NNC(=S)Nc2ccc(C)cc2)c(=O)c2ccc(C)nc21	108	95	104	101	101	113	105	92
O=c1c2cc(F)ccc2sc2c(NCCCN3CCCC3)nc3ccccc3c12	63	25	85	54	59	-64*	-53*	53
Nc1ccc(S(=O)(=O)Nc2cc(-c3ccccc3)[nH]c2-c2ccccc2)cc1	101	179	94	92	84	105	92	112
C[C@H]1[C@H](C)CC[C@]2(COC(=O)CCC(=O)NCC#CCN3CCNCC3)CC[C@]3(C)C(=CC[C@@H]4[C@@]5(C)CCCNC(C)(C)[C@@H]5CC[C@]43C)[C@H]12	61	14	96	73	9.7*	-17*	-27*	52
COc1cccc2c(=O)c3c(sc12)c(NCCCN)nc1ccccc13	53	46	103	64	86	34	91	36
Nc1ccccc1SCc1cc2cc(Cl)ccc2[nH]c1=O	95	96	134	83	106	111	99	95
O=Cc1ccc(OCc2cnnn2-c2cc(=O)[nH]c3ccccc23)cc1	94	92	96	89	102	100	111	102
CC1=C(C(=O)OCc2ccccc2)C(c2cccc3ccccc23)n2c(nc3ccccc32)N1 (stereo unspecified)	38	65	18	42	3.7*	24	50	34
COc1nccc2c(Nc3cnccn3)nc(N)nc12	98	/	98	99	95	101	103	104
CCC(=O)Oc1cc2c(cc1[N+](=O)[O-])OCO2	89	91	97	99	110	98	102	70
O=S(=O)(Nc1ccc2ccccc2n1)c1cc(Cl)ccc1Cl	102	101	108	104	104	118	111	107
COc1cc(NC(N)=NCCC(C)(C)Oc2ccc(C(F)(F)F)cc2)cnc1C#N	93	45	89	87	77	91	110	93
COc1ccc(-c2nc3ccccc3n2CC(=O)N=Nc2c(O)[nH]c3ccccc23)cc1	123	82	115	88	100	112	122	99
c1cc2c3c(c1)CCC3CCC2 (stereo unspecified)	103	95	124	/	101	107	99	93
COc1ccc(-c2nc(SCCC(C)C)nc(NN)c2C#N)cc1	65	77	93	79	51	82	88	67
CN(C/C=C/C#CC(C)(C)C)Cc1cccc2ccccc12	102	76	96	93	102	88	88	94
C=C1c2c(C)nn(-c3ccc(NC(C)=O)cc3)c2N(C)C23CC1C1(C)c4c(C)nn(-c5ccc(NC(C)=O)cc5)c4N(C)C(C)(CC12)C3 (stereo unspecified)	56	65	37	25	19	20	47	26
CC(C)(C)CC(C)(C)Nc1c(-c2ccc(C(F)(F)F)cc2)nc2cnccn12	93	83	91	79	90	-54*	94	83
COc1cc(C(=C2O[C@@H]([C@H]3COC(C)(C)O3)[C@H]3OC(C)(C)O[C@@H]23)c2cc(OC)c(OC)c(OC)c2)cc(OC)c1OC	104	/	158	98	105	106	/	106
Clc1ccc(-c2nnc(-c3ccc4c(c3)nc(-c3ccccc3)n4C3CCCCC3)o2)cc1	87	70	74	70	35	62	107	75
C[C@@H](Nc1ncnc2ccc(-c3cnc(N)nc3)cc12)c1ccc(F)cc1	58	50	101	37	73	83	92	74
COc1cc(-c2nc(N)n(C(=S)Nc3ccccc3)n2)cc(OC)c1OC	/	90	114	98	98	92	104	103
COc1cc2oc(-c3cccc(NC(=O)c4ccc(C#N)cc4)c3)cc(=O)c2c(OC)c1OC	77	45	70	107	62	61	71	66
NC(=S)Nc1cccc(O)c1	90	99	99	93	106	98	110	100
C=CC(=O)Nc1cccc(-c2nc(SC)nc(NCC(C)C)c2C#N)c1	76	57	88	73	93	88	94	77
Cc1ccc2c(-c3nnc(N)o3)cc(=O)oc2c1C	101	105	110	81	97	96	102	104
O=C(Nc1ccc(C(=O)N2N=C(c3ccccc3)CC2=O)cc1)c1ccccn1	112	107	109	97	102	102	106	107
CCCc1nn(-c2ccccc2)c2c1C(c1cc3c(cc1Br)OCO3)C(C#N)=C(N)O2 (stereo unspecified)	109	91	114	101	101	108	108	111
CN(C)C1CN(C(=O)c2cc(-c3ccc4ncnc(N5CCc6cc(F)c(Cl)cc65)c4c3)cnc2N)C1	17	-15*	-12*	10	-21*	9.3*	8.1*	6.5*
O=C1C(Br)=C(Br)C(=O)c2c1nc1n2CCCC1	98	117	100	98	99	105	109	106
CCOC(=O)CCOCCC(=O)OCC	107	125	102	/	105	107	99	101
CC(=O)O[C@@H]1C[C@]2(C)[C@@H](C3(C)OCCO3)CC[C@H]2[C@@H]2C[C@H]3O[C@]34CC3(CC[C@]4(C)[C@H]21)OCCO3	106	96	102	/	103	110	103	107
O=C(Nc1ccc(-c2ccc(NC(=O)c3ccc(-n4c(=O)[nH]c5ccccc5c4=O)cc3)cc2)cc1)c1ccc(-n2c(=O)[nH]c3ccccc3c2=O)cc1	97	/	101	100	107	94	112	96
COc1ccc(OC(=O)c2ccc(Cl)cc2)cc1	114	/	111	107	100	108	123	107
O=C1c2ccccc2-c2nnc(-c3ccc(Br)cc3)cc21	56	79	-0.3*	/	51	37	14	1.3*
N#Cc1c(-c2ccccc2)cc(-c2cc(O)ccc2O)nc1N	/	/	86	88	34	69	97	64
O=C(/C=C/c1ccccc1Cl)c1ccc(O)cc1	117	/	/	85	58	77	96	42
Cc1onc(-c2c(F)cccc2Cl)c1-c1ncc(-c2ccc(Cl)cc2)o1	53&78	73&34	80&104	53	6.6*!	47&55	50&69	41&53
O=C(O)C(Oc1ccccc1)Oc1ccccc1	/	91	113	/	100	103	103	99
NC(=O)C(NN=C(c1ccccc1)c1ccccc1)c1ccccc1 (stereo unspecified)	108	91	/	100	102	114	96	103
Nc1c(C(=O)Nc2cccc(F)c2)sc2nc3c(cc12)C(=O)CCC3	69	/	43	/	43	15	50	28
COc1cccc(NC(=S)NCc2cccnc2)c1	95	113	107	/	103	109	102	113
Cc1ccc(N)c([N+](=O)[O-])c1	96	101	106	/	101	108	111	99
CCn1c(-c2nonc2Nc2ccc(OC)cc2)nc2ccccc21	115	134	105	/	104	104	107	94
Fc1ccc(Br)cc1Br	101	103	94	114	123	101	110	103
Cn1c(O)c(N=NC(=O)c2ccc(S(N)(=O)=O)cc2)c2ccccc21	109	110	105	103	98	98	107	101
NS(=O)(=O)c1ccc(NC(=O)Nc2nnc(-c3ccccc3)s2)cc1	110	113	114	91	104	110	108	111
CSc1nc2ncnc(N)c2[nH]1	108	97	122	86	100	95	97	103
O=C(Nc1ccc(C(=O)Nc2cc(S(=O)(=O)O)cc3cccc(S(=O)(=O)O)c23)cc1)Nc1ccc(C(=O)Nc2cc(S(=O)(=O)O)cc3cccc(S(=O)(=O)O)c23)cc1	112	127	99	154	106	110	125	108
COc1cccc(OCCC#N)c1	109	85	121	101	102	97	110	85
COc1ccc(N/N=C/c2c(-c3ccc(S(C)(=O)=O)cc3)nc3ccccn23)cc1	57	23	54	69	60	18	52	37
CC1CCCN1Cc1nc2ccc(NC(=O)c3ccc(-c4ccncc4)cc3)cc2[nH]1 (stereo unspecified)	89	75	100	90	76	94	91	88
COc1ccc(C2=NN(C=O)C(c3ccc(Cl)cc3)C2)cc1S(=O)(=O)NNC(=O)c1ccncc1 (stereo unspecified)	97	98	97	97	98	104	107	97
COc1ccc(/C=C2\CCCC3=C2N=C2SC(C)=NN2C3c2ccc(OC)c(OC)c2)cc1OC (stereo unspecified)	23	37	/	/	24	20	59	20
C/C(=N\NC(=O)CSc1nc2ccccc2c(=O)n1CCc1ccc(S(N)(=O)=O)cc1)c1ccccc1N	109	115	102	90	82	101	107	94
COc1ccc2[nH]c(O)c(N=NC(=O)c3cc(-c4ccc(C)cc4)nc4ccccc34)c2c1	102	98	111	98	95	99	98	87
O=C(N/N=C/c1ccco1)C(=O)Nc1cccc(C(F)(F)F)c1	113	96	122	/	102	100	103	99

(list continues)
SMILES	HOP-62	HOP-92	SK-MEL-2	EKVX	SK-MEL-5	M14	SK-MEL-28	A549/ATCC
C(=C(\C1=NCCN1)n1cnc2ccccc21)/c1ccc2ccccc2c1	79	-2.7*	/	73	63	62	79	86
O=C1Nc2ccc(Br)cc2C12Oc1ccccc1C1CC(c3ccc(F)cc3)=NN12 (stereo unspecified)	104	109	98	85	93	103	105	91
COc1cc2ncnc(Nc3ccc(O[C@H]4CO[C@H]5[C@@H]4OC[C@@H]5OCc4ccccc4)c(Cl)c3)c2cc1OC	76	40	89	59	71	66	86	64
CC(=O)Nc1cc(OCc2ccccc2)c2nc(NC(=O)c3[nH]c(C)c(Cl)c3Cl)sc2c1	120	121	100	66	94	86	92	68
O=C(CCCCCC1CCCCC1)OCc1ccccc1	104	100	/	110	99	99	106	99
CSc1ccc(/C(=N/NC(N)=S)c2ccc(Cl)cc2)cc1	99	105	124	102	101	106	124	107
O=c1c2ccccc2[nH]n1Cc1ccc2c(c1)OCO2	97	90	104	105	100	104	106	100
NC(=O)CN1C(=O)c2ccccc2C1=O	101	97	108	104	99	102	106	103
CCN1C(=O)N(CC)C2NC(SC)=NC21 (stereo unspecified)	92	108	111	98	104	100	98	103
COc1ccc(Oc2nc(Nc3ccc(N4CCOCC4)cc3)ncc2NC(=O)c2cccc(OC)c2)cc1	90	93	96	95	105	104	100	84
O=C(NNc1ccc([N+](=O)[O-])cn1)Nc1ccc(N=Nc2ccccc2)cc1	121	/	96	/	85	113	109	63
CC(C)c1ccc2nc3ccc(C(=O)NCCN4CCN(c5ccccc5)CC4)cn3c(=O)c2c1	91	58	75	75	-25*	64	70	57
COC(C)C(NC(=O)C1CCCN1C)C1OC(SCCOC(=O)c2ccccc2O)C(O)C(O)C1O (stereo unspecified)	/	94	107	103	94	99	104	95
CS(=O)(=O)c1ncc(Br)cn1	101	105	/	105	110	102	118	98
C#CCNc1nc(NCCNC(=O)CCl)nc(N(C)CCCCc2ccccc2)n1	94	/	99	102	54	79	104	119
O=C(Nc1ccc(C2=NCCN2)cc1)c1cc(C(=O)Nc2ccc(C3=NCCN3)cc2)ncn1	107	115	93	87	96	96	108	88
O=C(NC(=S)N1CC=CCC1)c1ccccc1	109	104	84	111	104	96	115	103
CCOC(=O)C1=C(C)N=C2SC=C(c3ccccc3)N2[C@H]1c1cn[nH]c1-c1ccc(F)cc1	86	84	94	/	100	103	102	90
NS(=O)(=O)c1ccc(CCNC(=O)CSc2ccc(-c3ccc(Br)cc3)nn2)cc1	76	/	56	74	28	77	78	62
